Compound activity deposited in PubChem BioAssay by several laboratories.
Jurkat viability: cytotoxicity toward Jurkat cells; AID 463; 56,000 compounds, 1.2% hits; inhibition, % at 4 µM; Jurkat E6.1 viability, ATP luminescence, 48 h;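 active = inhibition above the mean inhibition of all tested compounds plus 3 SD, cut at about 28% in these data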
HTR1E antagonist: 5-HT1E (human) receptor antagonism | 65,000 compounds, 0.99% hits | inhibition, % at 6 µM | P28566 | CHO 5-HT1E Ga15 NFAT-bla reporter, FRET, antagonist;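 active = inhibition above a set limit, the mean inhibition across every tested compound plus 3 SD, cut at about 29% in these data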;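 note: signal is the 460 over 535 nm emission ratio of beta-lactamase substrate; 0% = agonist plus DMSO wells and 100% = wells without agonist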
M1 antagonist: blocks the rat M1 muscarinic receptor response to acetylcholine. P08482. CHO-M1 cells, Fluo-4 calcium, ACh EC80 antagonist mode; hits give low values. B-score at 10 µM. 64,000 compounds, 3.4% hits;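 active = calcium fluorescence response, raw or row-and-column corrected B-score, differing from the plate sample mean either way at a set confidence level, mostly lower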
Target sequence (P08482 whole entry, looked up): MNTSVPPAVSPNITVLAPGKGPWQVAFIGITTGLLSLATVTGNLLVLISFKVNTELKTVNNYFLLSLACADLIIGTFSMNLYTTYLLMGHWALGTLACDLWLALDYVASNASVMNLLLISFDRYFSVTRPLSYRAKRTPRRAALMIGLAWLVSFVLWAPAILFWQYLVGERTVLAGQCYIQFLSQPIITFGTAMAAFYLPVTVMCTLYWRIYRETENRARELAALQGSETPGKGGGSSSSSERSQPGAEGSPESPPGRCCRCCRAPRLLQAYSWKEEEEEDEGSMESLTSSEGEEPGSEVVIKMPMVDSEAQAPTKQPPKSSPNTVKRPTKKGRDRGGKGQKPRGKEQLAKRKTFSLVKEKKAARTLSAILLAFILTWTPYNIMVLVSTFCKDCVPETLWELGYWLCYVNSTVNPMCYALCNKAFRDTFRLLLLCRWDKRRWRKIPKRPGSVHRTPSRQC
5HT1a ag: agonists of human 5-HT1a serotonin receptor. P08908. CHO 5-HT1a Ga15 NFAT-bla reporter, FRET ratio; 0% basal, 100% maximal reference agonist. activation, % at 10 µM. 65,000 compounds, 0.56% hits;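 active = activation above the screen-wide mean activation plus 3 SD, cut at about 19% in these data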;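 note: 0% = DMSO wells and 100% = 5-CT at EC100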
Target sequence (P08908 whole entry, looked up): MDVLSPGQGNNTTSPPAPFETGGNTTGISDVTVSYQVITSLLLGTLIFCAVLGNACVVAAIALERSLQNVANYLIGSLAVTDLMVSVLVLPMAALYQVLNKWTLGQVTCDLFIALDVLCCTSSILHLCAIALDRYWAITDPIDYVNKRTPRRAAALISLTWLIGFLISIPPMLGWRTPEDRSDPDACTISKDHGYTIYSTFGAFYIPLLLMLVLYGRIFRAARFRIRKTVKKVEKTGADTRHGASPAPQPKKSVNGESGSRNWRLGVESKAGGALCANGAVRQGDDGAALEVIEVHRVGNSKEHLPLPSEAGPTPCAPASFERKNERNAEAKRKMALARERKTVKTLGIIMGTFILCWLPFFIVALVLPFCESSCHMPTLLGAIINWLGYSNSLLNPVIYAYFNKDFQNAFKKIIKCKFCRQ
HTR1E agonist: activates the human 5-HT1E serotonin receptor; P28566; CHO 5-HT1E Ga15 NFAT-bla reporter, FRET; 0% DMSO wells, 100% control agonist wells; activation, % at 6 µM; 65,000 compounds, 0.69% hits; AID 574;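 active = activation above a set limit, the screen-wide mean activation plus 3 SD, cut at about 8.5% in these data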;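 note: 100% = positive control agonist at 1 µM giving full maximal response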
5-HT1A blocker: blocks the human serotonin 5-HT1a receptor; inhibition, % at 10 µM; P08908; CHO 5-HT1a Ga15 NFAT-bla reporter, antagonist mode; 62,000 compounds, 0.68% hits;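 active = inhibition above the mean of all tested compounds plus 3 SD, cut at about 43% in these data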;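 note: receptor stimulated by 5-CT agonist at 100 nM near EC80; beta-lactamase reporter measured by ratiometric fluorescence of a cleavable substrate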
M1 ag: M1 muscarinic receptor agonism; B-score at 10 µM; CHO-M1 cells, Fluo-4 calcium fluorescence, agonist mode; hits give high values; 64,000 compounds, 3% hits;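 active = fluorescence rise, raw or as B-score row- and column-corrected plate score, outside the 99.7% band of its plate's samples, either direction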
S1P1 ag-PAM: agonists and agonism potentiators of human S1P1 receptor. activation, % at 9.5 µM. 56,000 compounds, 0.57% hits. S1P1 CRE-bla cells, forskolin, beta-lactamase FRET, potentiator mode; S1P1 agonist co-added at EC20, 2 nM; 100% = saturating reference agonist, 0% = basal;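 active = activation above a cutoff set at the mean activation of all tested compounds plus 3 SD, cut at about 54% in these data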;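 note: forskolin at 4 µM as EC80 and the EC20 agonist is SEW2871; 100% = SEW2871 at its EC100 plus forskolin at EC80; some compounds past the cut are filed as inactive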
S1P3 agonist: activates the human S1P3 receptor. activation, % at 4.5 µM. 60,000 compounds, 0.1% hits. S1P3 NFAT-BLA reporter cells, agonism, FRET ratio; relative to 1 µM S1P, basal subtracted. AID 373;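 active = activation above the screen-wide mean plus 3 SD, cut at about 4.5% in these data, passing the limit was not always enough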; note: some compounds called inactive have numbers as strong as hits
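Measure – % activation relative to 1 µM S1P (100%), per plate · System – stable CHO line with human S1P3, Gα16, NFAT-BLA reporter · Timing – cells plated overnight, compound 4 h 37 °C, substrate 2 h RT · Technique – fluorescent BLA substrate, ex 405 nm, em 460/535 nm ratio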
Numbers without * were called inactive. This is a random part of the collection (roughly 8.9% active in at least one column).

Start of the data: the first two records as a preview:
How did O=C(CCC(=O)OCCCC(F)(F)C(F)(F)F)NC1CCCCC1 do in these assays?
Jurkat viability: 1; HTR1E antagonist: -6; M1 antagonist: -8.2*; 5HT1a ag: -1.3; HTR1E agonist: -1.0; 5-HT1A blocker: 15; M1 ag: 0.59; S1P1 ag-PAM: -12; S1P3 agonist: -0.5

Results for Cc1cccn2c(=O)c3cc(C(=O)NCc4ccco4)c(=N)n(CCOCCO)c3nc12 ?
Jurkat viability: 3; HTR1E antagonist: 3; M1 antagonist: -0.94; 5HT1a ag: 4.3; HTR1E agonist: 1.3; 5-HT1A blocker: 16; M1 ag: 12*; S1P1 ag-PAM: -25; S1P3 agonist: 0.2

The listing (from the top)
How did O=C(CCC(=O)OCCCC(F)(F)C(F)(F)F)NC1CCCCC1 do in these assays?
Jurkat viability: 1; HTR1E antagonist: -6; M1 antagonist: -8.2*; 5HT1a ag: -1.3; HTR1E agonist: -1.0; 5-HT1A blocker: 15; M1 ag: 0.59; S1P1 ag-PAM: -12; S1P3 agonist: -0.5

Results for Cc1cccn2c(=O)c3cc(C(=O)NCc4ccco4)c(=N)n(CCOCCO)c3nc12 ?
Jurkat viability: 3; HTR1E antagonist: 3; M1 antagonist: -0.94; 5HT1a ag: 4.3; HTR1E agonist: 1.3; 5-HT1A blocker: 16; M1 ag: 12*; S1P1 ag-PAM: -25; S1P3 agonist: 0.2

Results for CC1(C)Cc2ccccc2C(Nn2cnnc2)=N1 ?
Jurkat viability: 8; HTR1E antagonist: 14; M1 antagonist: -0.36; 5HT1a ag: -2.3; HTR1E agonist: -0.3; 5-HT1A blocker: -1; M1 ag: 0.44; S1P1 ag-PAM: 11; S1P3 agonist: -2.1

How did O=C(Cn1nnc(-c2ccccc2)n1)Nc1ccccc1N1CCOCC1 do in these assays?
Jurkat viability: 8; HTR1E antagonist: 11; M1 antagonist: -0.24; 5HT1a ag: -3.1; HTR1E agonist: -0.3; 5-HT1A blocker: 4; M1 ag: -0.56; S1P1 ag-PAM: 0; S1P3 agonist: -0.7

What do the screens show for `CCCC(C(=O)NC1CCCC1)N(Cc1cccs1)C(=O)c1snc(C(N)=O)c1N` (configuration not stated)?
Jurkat viability: 0; HTR1E antagonist: -7; M1 antagonist: -0.82; 5HT1a ag: -1.5; HTR1E agonist: -1.1; 5-HT1A blocker: 14; M1 ag: 4.1*; S1P1 ag-PAM: -30; S1P3 agonist: -1.2

Results for CCOCCn1c(COc2ccccc2)nc2ccccc21 ?
Jurkat viability: -3; HTR1E antagonist: -3; M1 antagonist: -1; 5HT1a ag: -3.4; HTR1E agonist: 0.4; 5-HT1A blocker: 12; M1 ag: 1.4; S1P1 ag-PAM: -7; S1P3 agonist: -0.7

Results for COc1ccccc1C(=O)Nc1c2c(nn1-c1cccc(C)c1C)CS(=O)(=O)C2 ?
HTR1E antagonist: 11; M1 antagonist: -0.043; 5HT1a ag: 0.2; HTR1E agonist: 0.8; 5-HT1A blocker: 13; M1 ag: -0.26

Results for CSCC[C@H](NC(=O)Nc1ccc(C)cc1C)C(=O)O ?
Jurkat viability: -7; HTR1E antagonist: 5; M1 antagonist: 0.74; 5HT1a ag: 111*; HTR1E agonist: 0.1; 5-HT1A blocker: -4; M1 ag: 0.65; S1P1 ag-PAM: 11; S1P3 agonist: 0.7

Results for COc1cccc(C(=O)Nc2ccc(NC(=O)C(C)(C)C)cn2)c1 ?
HTR1E antagonist: 2; M1 antagonist: -0.31; 5HT1a ag: 0.5; HTR1E agonist: 0.5; 5-HT1A blocker: 0; M1 ag: -1.1

Results for Cc1cn2c(nc1=O)OC1C(O)C(COC(=O)c3ccccc3)OC12 (configuration not stated) ?
Jurkat viability: 5; HTR1E antagonist: 13; M1 antagonist: 0.26; 5HT1a ag: -1.6; HTR1E agonist: -0.6; 5-HT1A blocker: 3; M1 ag: 0.44; S1P1 ag-PAM: 8; S1P3 agonist: -0.7

How did CCOC(=O)Cn1nc(-c2ccc(Cl)cc2)cc1N do in these assays?
HTR1E antagonist: -1; M1 antagonist: 0.89; 5HT1a ag: 3.3; HTR1E agonist: 0.4; 5-HT1A blocker: 0; M1 ag: 0.029

How did Cn1nnnc1SCc1ccc(F)cc1 do in these assays?
Jurkat viability: -7; HTR1E antagonist: -1; M1 antagonist: -0.077; 5HT1a ag: -2.0; HTR1E agonist: -0.4; 5-HT1A blocker: 4; M1 ag: 0.8; S1P1 ag-PAM: -14; S1P3 agonist: -0.5

How did Cn1cnnc1SCc1ccc(C#N)cc1Cl do in these assays?
Jurkat viability: 2; HTR1E antagonist: -1; M1 antagonist: 1.1; 5HT1a ag: -2.0; HTR1E agonist: 0.0; 5-HT1A blocker: 1; M1 ag: 0.42; S1P1 ag-PAM: -12; S1P3 agonist: -1.4

What do the screens show for `Cn1c(CSCc2ccc(Cl)c(Cl)c2)nnc1SCC(=O)Nc1nccs1`?
Jurkat viability: 4; HTR1E antagonist: -4; M1 antagonist: 0; 5HT1a ag: 0.5; HTR1E agonist: 1.7; 5-HT1A blocker: 11; M1 ag: 2.4; S1P3 agonist: -1.4

What do the screens show for `Cc1c(C(O)CN2CCC(C(N)=O)CC2)c2ccccc2n1C` (configuration not stated)?
Jurkat viability: -2; HTR1E antagonist: 7; M1 antagonist: -0.12; 5HT1a ag: 0.7; HTR1E agonist: -0.6; 5-HT1A blocker: 16; M1 ag: -0.41; S1P1 ag-PAM: -6; S1P3 agonist: -0.8

How did COc1ccc(CCNC(=O)CSc2nc(N)c3c(C)c(C)oc3n2)cc1OC do in these assays?
Jurkat viability: -5; HTR1E antagonist: 0; M1 antagonist: -0.4; 5HT1a ag: 2.4; HTR1E agonist: -1.0; 5-HT1A blocker: 5; M1 ag: -0.19; S1P1 ag-PAM: -18; S1P3 agonist: -0.1

How did c1ccc2oc(SCc3cn4ccccc4n3)nc2c1 do in these assays?
HTR1E antagonist: -3; M1 antagonist: -0.4; 5HT1a ag: 1.7; HTR1E agonist: 0.9; 5-HT1A blocker: -6; M1 ag: 0.56

What do the screens show for `CCCCCCOc1ccc(N2C(=O)CC(N3CCN(C(=O)c4ccco4)CC3)C2=O)cc1` (configuration not stated)?
HTR1E antagonist: 0; M1 antagonist: -0.34; 5HT1a ag: -2.4; HTR1E agonist: -0.6; M1 ag: -1.1; S1P1 ag-PAM: -1; S1P3 agonist: -1.3

What do the screens show for `CCCc1nnc(SCC(=O)N2CCCC2)n1CC1CCCO1` (configuration not stated)?
Jurkat viability: 4; HTR1E antagonist: -3; M1 antagonist: -0.018; 5HT1a ag: -0.4; HTR1E agonist: 0.2; 5-HT1A blocker: 4; M1 ag: 0.41; S1P1 ag-PAM: 2; S1P3 agonist: -0.4

Results for COc1ccc(-c2cc(C(F)(F)F)nc(N3CCOCC3)n2)cc1OC ?
HTR1E antagonist: 10; M1 antagonist: 1.2; 5HT1a ag: 13; HTR1E agonist: -0.6; 5-HT1A blocker: 21; M1 ag: -0.6

What do the screens show for `CCN1C(=O)C(O)(CC(=O)c2ccc3c(c2)OCCO3)c2ccccc21` (configuration not stated)?
Jurkat viability: 1; HTR1E antagonist: 1; M1 antagonist: -0.24; 5HT1a ag: -3.2; HTR1E agonist: 0.1; 5-HT1A blocker: -2; M1 ag: -0.41; S1P1 ag-PAM: -2; S1P3 agonist: -0.9

Results for O=C(CSc1nnnn1-c1ccccc1)Nc1nsc(-c2ccccc2)n1 ?
Jurkat viability: 0; HTR1E antagonist: 9; M1 antagonist: 0.22; 5HT1a ag: -1.1; HTR1E agonist: 0.1; 5-HT1A blocker: 7; M1 ag: -0.54; S1P3 agonist: -0.6

What do the screens show for `COc1ccccc1-c1nnc2sc(COc3ccc(Cl)cc3Cl)nn12`?
Jurkat viability: 3; HTR1E antagonist: 4; M1 antagonist: 1.1; 5HT1a ag: 0.2; HTR1E agonist: 0.7; 5-HT1A blocker: 5; M1 ag: -0.4; S1P1 ag-PAM: 15; S1P3 agonist: -1.4

How did O=C(CCCc1nc2ccccc2s1)N1CCN(S(=O)(=O)c2cccs2)CC1 do in these assays?
Jurkat viability: 10; HTR1E antagonist: -5; M1 antagonist: -0.67; 5HT1a ag: 1.5; HTR1E agonist: -0.2; 5-HT1A blocker: 1; M1 ag: -0.67; S1P1 ag-PAM: 2; S1P3 agonist: -0.5

How did COC(=O)c1ccc(CSc2nc3ccccc3s2)o1 do in these assays?
Jurkat viability: 3; HTR1E antagonist: -9; M1 antagonist: -0.3; 5HT1a ag: -0.9; HTR1E agonist: -0.1; 5-HT1A blocker: -2; M1 ag: 0.7; S1P1 ag-PAM: -28; S1P3 agonist: 0.2

How did CC1(C)CC(=O)C(C2=NC(C)(C)Cc3ccccc32)=C(O)C1 do in these assays?
HTR1E antagonist: -4; M1 antagonist: -0.49; 5HT1a ag: 2.4; HTR1E agonist: -0.3; M1 ag: -1.1; S1P1 ag-PAM: -3; S1P3 agonist: -2.0

Results for COC(=O)c1cccc(NC2CC(=O)N(c3ccc(OC)c(OC)c3)C2=O)c1 (configuration not stated) ?
Jurkat viability: -4; HTR1E antagonist: 1; M1 antagonist: 1.1; 5HT1a ag: -2.7; HTR1E agonist: 0.5; 5-HT1A blocker: 1; M1 ag: -0.63; S1P1 ag-PAM: 1; S1P3 agonist: 1.1

What do the screens show for `Cc1nnc(SCC(=O)Nc2sccc2C(N)=O)n1Cc1ccccc1`?
Jurkat viability: -6; HTR1E antagonist: -4; M1 antagonist: -0.018; 5HT1a ag: -1.1; HTR1E agonist: 1.1; 5-HT1A blocker: -9; M1 ag: 0.13; S1P1 ag-PAM: -2; S1P3 agonist: 1.0

Results for CC(C)C(=O)N1c2ccccc2NC2=C(C(=O)CCC2)C1c1ccc(N(C)C)cc1 (configuration not stated) ?
Jurkat viability: -11; HTR1E antagonist: -1; M1 antagonist: -0.53; 5HT1a ag: -1.1; HTR1E agonist: -0.5; 5-HT1A blocker: -16; M1 ag: 0.25; S1P1 ag-PAM: -11; S1P3 agonist: 0.6

Results for COc1ccc(CCNS(=O)(=O)c2ccc3c(c2)CCN3C(=O)CCC(=O)O)cc1OC ?
Jurkat viability: -2; HTR1E antagonist: 8; M1 antagonist: 0.22; 5HT1a ag: 0.8; HTR1E agonist: -1.0; 5-HT1A blocker: 13; M1 ag: 0.13; S1P1 ag-PAM: 6; S1P3 agonist: -1.0

How did O=C(CC1Nc2ccccc2NC1=O)NCc1cccnc1 (configuration not stated) do in these assays?
Jurkat viability: -4; HTR1E antagonist: -2; M1 antagonist: 1.4*; 5HT1a ag: -2.8; HTR1E agonist: 0.4; 5-HT1A blocker: 7; M1 ag: 1.2; S1P1 ag-PAM: 14; S1P3 agonist: 0.4

What do the screens show for `COc1ccc(/C=C(/C#N)c2cccnc2)cc1OC`?
HTR1E antagonist: 8; M1 antagonist: 0.15; 5HT1a ag: 1.8; HTR1E agonist: 1.0; M1 ag: 0.83; S1P1 ag-PAM: -11; S1P3 agonist: -3.2

How did Cc1nn2c(N3CCOCC3)c3c(nc2c1-c1ccccc1)CCCC3 do in these assays?
Jurkat viability: 1; HTR1E antagonist: 5; M1 antagonist: 0.0068; 5HT1a ag: -0.4; HTR1E agonist: -0.3; 5-HT1A blocker: -11; M1 ag: -1.6; S1P1 ag-PAM: -28; S1P3 agonist: 0.5

How did Cc1ccc(S(=O)(=O)C2(S(=O)(=O)c3ccc(C)cc3)CCCC2)cc1 do in these assays?
Jurkat viability: 84*; HTR1E antagonist: 4; M1 antagonist: -1.4; 5HT1a ag: -0.4; HTR1E agonist: 1.0; 5-HT1A blocker: 8; M1 ag: 0.16; S1P1 ag-PAM: -20; S1P3 agonist: -0.9
